From PubChem BioAssay
GLP1R inv ag: qHTS of GLP-1 Receptor Inverse Agonists (Inhibition Mode). HEK293 GLP-1R CRE-luciferase, luminescence, 24 h; GLP-1R form is constitutively active. Potency, µM (highest dose often 38.3 µM), without a hit: at the highest dose activity change, negative = inhibition, hits mostly inhibitors. Glucagon-like peptide 1 receptor (Homo sapiens), P43220. 410,000 compounds, 1.6% hits; further: potency means the concentration at half of the fitted maximal effect; on the % scale 0 is the no-effect control and ±100 the full control effect; nearly all actives have a fitted effect of over 55% in size
Target sequence (P43220 whole entry, looked up): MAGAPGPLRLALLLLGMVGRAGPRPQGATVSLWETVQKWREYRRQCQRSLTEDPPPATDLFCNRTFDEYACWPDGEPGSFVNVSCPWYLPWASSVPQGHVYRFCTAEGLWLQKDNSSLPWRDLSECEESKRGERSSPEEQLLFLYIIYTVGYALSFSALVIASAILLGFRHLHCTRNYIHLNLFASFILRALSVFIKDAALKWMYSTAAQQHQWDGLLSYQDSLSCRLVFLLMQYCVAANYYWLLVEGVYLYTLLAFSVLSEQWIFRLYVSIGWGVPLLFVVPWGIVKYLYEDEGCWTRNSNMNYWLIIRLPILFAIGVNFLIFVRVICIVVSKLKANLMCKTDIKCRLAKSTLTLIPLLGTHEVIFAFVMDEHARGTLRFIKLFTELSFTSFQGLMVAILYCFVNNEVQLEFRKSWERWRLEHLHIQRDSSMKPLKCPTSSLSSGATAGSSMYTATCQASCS
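Stable HEK293 clone (constitutively active GLP-1R + cAMP-response luciferase); 200 cells/uL plated, 12 h pre-culture, compound 24 hr, 37 deg C/5% CO2; detection reagent 12 min RT; luminescence.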
GLP1R ag: qHTS of GLP-1 Receptor Agonists; 380,000 compounds, 0.007% hits; AID 624172, 2012; HEK293 GLP-1R CRE-luciferase, luminescence, 4-6 h; cells express a hypersensitive GLP-1R form; Potency, µM (highest dose often 45.6 µM), for inactives: at the top dose activation, actives largely listed as activators; further: potency means the concentration at half of the fitted maximal effect; % of control where 0% means no effect
IL-2 act: qHTS of IL-2 Activators. IL-2 activation reporter assay, cell-based qHTS; stimulated with anti-CD3/CD4/CD28 beads; in transgenic mouse T cells. activation, % (series mostly up to about 46 µM). 360,000 compounds, 0.065% hits. AID 652025, 2013; in the data active means activation above about 50%; inconclusive means mostly about 30% to 49%; further: 0% is about no effect
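EGFP and DsRed fluorescence is measured by plate cytometry in unstimulated transgenic mouse T cells exposed to compound for 60 minutes, then stimulated 18 hours at 37 degrees C with anti-CD3/anti-CD4 beads plus anti-CD28.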
WRN inhibitor: qHTS for Inhibitors of WRN Helicase | 360,000 compounds, 0.46% hits | Bifunctional 3'-5' exonuclease/ATP-dependent helicase WRN (Homo sapiens), Q14191 | Potency, µM (doses to about 114 µM), without a hit: at the top dose activity change, negative = inhibition, most hits filed as inhibitors | WRN helicase unwinding, fluorescent forked duplex, kinetic; further: potency means the concentration at half of the fitted maximal effect; on the % scale 0 is the no-effect control and ±100 the full control effect; nearly all actives have a fitted effect of over 55% in size
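Primary qHTS, 1536-well format. 20 nM WRN + compound, 15 min RT; start with 100 nM forked fluorophore/quencher duplex, 2 mM ATP (final); kinetic read ex 525/em 598 nm.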
DRD3 agonist: qHTS of D3 Dopamine Receptor Agonist: qHTS. D3R DiscoveRx beta-arrestin cells, luminescence, 90 min. 410,000 compounds, 0.58% hits. max activation, %; in the data active means max activation above about 30%; further: 0% is about no effect; mostly tested at two doses, the higher about 12 µM
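Cells at 1500/well, incubated overnight, then treated with pinned compounds (dopamine as control) for 90 min at 37 degrees C. DiscoveRx reagent added for 30 - 60 minutes at room temperature; luminescence read.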
HEK293 tox: qHTS of GLP-1 Receptor Inverse Agonists: Cytotox Screen; Potency, µM (series often up to 38.3 µM), inactives show top-dose activity change, negative = inhibition, hits mostly inhibitors; HEK293 cAMP-luciferase reporter cells, luminescence, 24 h; 410,000 compounds, 0.13% hits; AID 624418, 2012;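 further: loss of luciferase light is scored as toxicity; potency means the concentration at half of the fitted maximal effect; on the % scale 0 is the no-effect control and ±100 the full control effect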
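A 23 nL compound transfer followed 12 hours of cell culture at 37 deg C; exposure then lasted 24 hr. Luciferase assay detection reagent was dispensed and plates read for luminescence after a 12 min room-temperature wait.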
PLK1 PBD inh: qHTS for Inhibitors of PLK1-PDB (polo-like kinase 1 - polo-box domain): Primary Screen | Serine/threonine-protein kinase PLK1 (Homo sapiens), P53350 | Plk1 PBD binding of FITC phosphopeptide, fluorescence polarization | Potency, µM, for the others: max response, negative = inhibition, usual class: inhibitors | 360,000 compounds, 2.8% hits; further: potency means the concentration at half of the fitted maximal effect; series mostly up to about 57 µM; on the % scale 0 is the no-effect control and ±100 the full control effect; nearly all actives have a fitted effect of over 65% in size
Target sequence (P53350 whole entry, looked up, the tested form may be a part): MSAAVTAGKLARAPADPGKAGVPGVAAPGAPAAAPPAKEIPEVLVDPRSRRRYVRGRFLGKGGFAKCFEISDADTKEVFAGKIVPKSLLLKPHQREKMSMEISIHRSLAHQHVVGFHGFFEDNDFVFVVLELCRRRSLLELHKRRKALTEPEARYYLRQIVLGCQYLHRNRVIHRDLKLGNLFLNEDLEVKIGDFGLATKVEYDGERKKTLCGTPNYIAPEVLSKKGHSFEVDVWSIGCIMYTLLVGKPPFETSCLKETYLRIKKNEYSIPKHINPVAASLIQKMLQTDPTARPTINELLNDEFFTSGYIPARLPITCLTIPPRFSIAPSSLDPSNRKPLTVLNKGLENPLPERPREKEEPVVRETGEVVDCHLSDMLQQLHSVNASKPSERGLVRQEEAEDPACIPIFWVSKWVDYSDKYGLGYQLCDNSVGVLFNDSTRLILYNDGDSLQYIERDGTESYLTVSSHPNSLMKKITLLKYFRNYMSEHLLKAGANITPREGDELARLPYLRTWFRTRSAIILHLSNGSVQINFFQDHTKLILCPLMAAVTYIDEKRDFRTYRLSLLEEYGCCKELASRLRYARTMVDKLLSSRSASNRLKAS
PI5P4Ka inh: qHTS for Inhibitors of phosphatidylinositol 5-phosphate 4-kinase (PI5P4K). Phosphatidylinositol 5-phosphate 4-kinase type-2 alpha (Homo sapiens), P48426. PI5P4Kalpha enzyme, ADP-Glo luminescence, 60 min; hits give low values. max response, %. 330,000 compounds, 1.2% hits. AID 652105, 2013; active means max response of -50% or lower; inconclusive means between -30% and -50%; inactive means -30% or higher; further: value at the top dose of about 77 µM; on the % scale 0 is the no-effect control and ±100 the full control effect
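qHTS, 1536-well: enzyme/substrate mix, compound by pin tool, 5 microM ATP final; RT 60 min; ADP-Glo reagents 1 (45 min) then 2 (30 min); luminescence.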
D3 antag: qHTS of D3 Dopamine Receptor Antagonist: qHTS. D3R cells, DiscoveRx beta-arrestin luminescence, antagonist mode; hits give low values. max response, negative = inhibition, %. 360,000 compounds, 2.5% hits. AID 652054, 2013; in the data active means max response below about -50%; inconclusive means no clear call, values can overlap the other calls; further: on the % scale 0 is the no-effect control and ±100 the full control effect; mostly tested at two doses, the higher about 12 µM
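Cells plated overnight at 1500 cells/well, then exposed to library compounds with dopamine controls for 90 minutes at 37 degrees C. DiscoveRx reagent added for 30–60 minutes at room temperature; luminescence read, quantitative HTS format.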
* marks the source's active call; other numbers are inactive results; ? = inconclusive; . = not tested or not shown; [ ] = dose if it differs, or a comment. Unless noted, the call rests on the fitted dose curve; in most records, active means well fitted curve in the direction sought with a large enough effect; inconclusive means small, poorly fitted or top-dose-only effect, or another doubt; inactive means no such curve, though single readings can be large; an effect the other way counts as inactive or inconclusive.

SMILES	GLP1R inv ag	GLP1R ag	IL-2 act	WRN inhibitor	DRD3 agonist	HEK293 tox	PLK1 PBD inh	PI5P4Ka inh	D3 antag
CC(C)NC(=O)NC(=O)CSc1ccc(S(=O)(=O)N2CCOCC2)cn1	-1%	1%	-2.5	-4%	-4	17%	-9%	2	-6
O=C(NCc1ccncc1)c1c(F)c(F)c(F)c(F)c1F	3%	-2%	3.6	-1%	-3	23%	-11%	4	-8
Fc1cnc(N2CCOCC2)nc1N1CCOCC1	20%	14%	-0.1	-3%	-5	-2%	-12%	2	-12
Cc1oc(-c2ccc(C(=O)N(C)Cc3ccccc3)cc2)nc1CN1CCc2ccccc21	11µM*	13%	.	.	3	0%	.	.	.
CSc1ccc(CN2CCC2(C)C(=O)NCc2cccs2)cc1 (stereo not drawn)	-13%	0%	-0.2	3%	-1	-13%	1%	-5	0
Cc1ccc(NC(=O)C23CCC(C)(C(=O)[C@H]2Br)C3(C)C)cc1 (stereo partly drawn)	?	1%	-0.4	-6%	-1	4%	-13%	3	93
O=C(Cn1nnc(-c2ccccc2)n1)NNC(=O)c1ccc(Br)cc1	33%[activator]	0%	-0.6	-25%[57.1 µM]	-9	25%	-17%	14	-6
CC(=O)Nc1ccc(N2C(=O)CSC2c2ccc(F)cc2)cc1 (stereo not drawn)	5%	-7%	0.4	3%	2	-10%	-4%	-1	-8
O=C(NNc1ncnc2c1cnn2-c1ccccc1)c1ccco1	1%[0.307 µM]	-13%	-0.1	-2%	-8	1%[0.307 µM]	-2%	-5	4
C=CCn1c(=S)sc2c(=O)[nH]cnc21	0%	-2%	0.4	11%	3	4%	-13%	-1	4
CN1CCCC(OC(=O)COc2ccccc2)C1 (stereo not drawn)	-3%	6%	-0.3	0%	0	77%[activator]	0%	4	-9
O=C(COC(=O)c1n[nH]c2ccccc12)Nc1ccc([N+](=O)[O-])cc1	6%	-1%	-0.1	-8%	-11	-7%	-3%	2	7
CC(C)(C)NC(=O)NC(=O)COC(=O)CNS(=O)(=O)c1ccc(Br)cc1Cl	-11%	1%	-2.1	2%	-1	1%	-11%	5	-10
CCn1c(SCCC(=O)Nc2ccccc2)nnc1-c1ccc(OC)cc1	0%	-3%	-4.8	-8%	0	-6%	-3%	0	0
Cc1cccc2sc(NC(=O)C3=NN(c4ccccc4)C(=O)CC3)nc12	17%	7%	-3.9	4%	0	5%	-7%	-7	1
CSc1ccccc1C(=O)N1CCN(S(=O)(=O)c2sc(C(=O)O)c(C)c2C(=O)O)CC1	23%	-2%	6.5	-15%	0	-2%	-14%	-5	3
Cc1nnc(SCC(=O)Nc2c(C)n(C)n(-c3ccccc3)c2=O)n1Cc1ccccc1	10%	2%	-2.1	-6%	-11	10%	0%	2	2
CC(C)(C)[C@H]1CCC(=O)N([C@H](CN=[N+]=[N-])Cc2ccccc2)CC1	?	17%	-0.8	11%	4	0%	-6%	-4	2
CN(C)/C=C(\C#N)C(=O)Nc1ccc(F)c(Cl)c1	14%	7%	-0.6	-2%	1	4%	-6%	1	-9
NC(=O)C1CCN(S(=O)(=O)Cc2ccccc2Cl)CC1	14%	-4%	-0.2	2%	-1	8%	-17%	5	-2
CC(C)Oc1ccc(C(=O)NCc2cccnc2)cc1	35%[activator]	-6%	0.3	10%	2	22%	-6%	.	-8
COc1ccc(CN2CCC(N3CC(C)OC(C)C3)CC2)c(OC)c1OC (stereo not drawn)	-4%	-7%	-0.5	5%	-14	-4%	-2%	-6	-13
O=C(NCC1CCCO1)c1ccc(-c2cccc(C(F)(F)F)c2)o1 (stereo not drawn)	3%	0%	0.5	5%	-4	-8%	-10%	-1	-5
Cc1ccc(S(=O)(=O)Cc2ccc([N+](=O)[O-])cc2)cc1	13%	-1%	1.0	-24%	4	-2%	-6%	4	-5
Cc1cn2nc(N)c3ccccc3c2n1	29%	-7%	3.5	3%	5	-15%	-1%	36	17
CCOc1ccc(C2C([N+](=O)[O-])=C(C)N(C)C(=O)N2C)cc1OC (stereo not drawn)	?	-11%	-2.6	3%	0	-23%	-21%	4	-12
COc1ccc(C(=O)O/N=C(\N)c2ccccn2)cc1	-82%	-6%	0.5	4%	4	-8%	-14%	-71*	1
Cc1ccc(-n2nc3c(c2NC(=O)c2ccc4c(c2)OCO4)CS(=O)(=O)C3)cc1C	-2%	14%	-1.4	-5%	13	2%	-5%	-14	2
CCCCN(CC)S(=O)(=O)c1ccc(C(=O)Nc2nnc(CSC)o2)cc1	?	-18%	2.3	-5%[57.1 µM]	-8	-6%	1%	-1	-83*
C/C(CC(=O)Nc1cc(C)ccn1)=N\NC(=O)C(=O)NC(C)C	0%	-1%	-0.8	-8%	-17	0%	-7%	2	1
CCOC(=O)[C@]12CCCC=C1N(Cc1ccccc1)C(=O)[C@H](CC(=O)NCc1ccccc1)C2	-23%	.	0.0	-2%	-6	0%	-9%	0	-15
CCOc1cccc2sc(N(CCCN(C)C)C(=O)c3ccc(S(=O)(=O)N(C)Cc4ccccc4)cc3)nc12	?	-19%	-1.2	-8%	-7	?	-2%	1	-22
COc1ccccc1N1CCN(C(=O)CSc2nnnn2C2CC2)CC1	14%	4%	-1.0	-4%	1	-2%	-3%	0	5
CCOc1ccc(/C(O)=C2/C(=O)C(=O)N(c3ncccn3)C2c2ccccc2)cc1 (stereo not drawn)	-5%	-2%	0.8	4%	-3	8%	-15%	0	2
NC(=O)CSc1nc2ccccc2c(=O)n1-c1ccccc1	4%	0%	-0.4	-8%	3	-7%	4%	-1	9
COc1ccccc1N1CCN(C(=O)c2ccc(COc3cccc4c3OC(C)(C)C4)cc2)CC1	7.1µM*	-20%	0.3	-21%	5	10%	-5%	1	38
CCN(c1ccccc1)S(=O)(=O)c1ccc(C(=O)NCC(c2cccs2)N(C)C)cc1 (stereo not drawn)	-5%[0.307 µM]	4%	-0.9	-2%	-13	8%[0.307 µM]	-7%	-5	-52*
CSc1cnnc2ccccc12	9%	12%	-2.4	-17%	-1	2%	1%	20	2
COc1ccccc1OCC(=O)Nc1cccc(S(=O)(=O)NC2=NCCCCC2)c1	6%	-13%	-1.0	-5%	-1	1%	2%	-5	21
O=C(CSc1nc2ccccc2[nH]1)Nc1c(F)c(F)c(F)c(F)c1F	?	-7%	-0.2	-6%	0	-1%	2%	4	-14
CN(CC(=O)Nn1cnnc1)S(=O)(=O)c1ccc(Br)cc1	7%	-14%	0.7	-4%	8	10%	-7%	.	-13
Fc1cc(Cl)ccc1NC1=NCCCCC1	-12%	8%	-0.2	18%	4	-1%	-2%	2	2
Cc1cc(NC(=O)C2CC(=O)N(c3cccc(Cl)c3)C2)no1 (stereo not drawn)	18%	1%	0.5	3%	-3	1%	-3%	0	-9
Cc1nnc(NC(=O)CCN2C(=O)/C(=C\c3ccccc3)SC2=S)s1	7%	-1%	-1.9	-1%	-1	-2%	-3%	-6	8
COC(=O)c1ccc2c(=O)n(-c3ccccc3)c(SCN3C(=O)c4ccccc4C3=O)nc2c1	12%	2%	0.9	16%	2	10%	1%	-2	-2
Cc1[nH]c2ccccc2c(=O)c1SC(F)(F)C(F)C(F)(F)F (stereo not drawn)	-25%	1%	1.1	3%	-7	-8%	-18%	1	-14
C=CCN(c1ccccc1Cl)S(=O)(=O)c1cc(C(=O)N2CCCC2)ccc1Cl	?	9%	0.1	0%	-2	-13%	-5%	1	1
COc1ccccc1CNC(=O)C1CCN(S(=O)(=O)c2ccc(-n3cnnn3)cc2)CC1	26%	11%	-0.4	5%	3	0%	6%	0	2
Cc1ccccc1-n1c2nc(=O)n(C)c(=O)c-2cc2ccccc21	9%	1%	0.2	-2%	-7	47%[activator]	-4%	4	-6
Cc1cc(=O)oc(C)c1C(=O)NCc1ccccn1	0%	-1%	-3.5	10%	6	2%	-5%	.	-11

The list goes on, starting with the last three of the part before.
SMILES	GLP1R inv ag	GLP1R ag	IL-2 act	WRN inhibitor	DRD3 agonist	HEK293 tox	PLK1 PBD inh	PI5P4Ka inh	D3 antag
COc1ccccc1CNC(=O)C1CCN(S(=O)(=O)c2ccc(-n3cnnn3)cc2)CC1	26%	11%	-0.4	5%	3	0%	6%	0	2
Cc1ccccc1-n1c2nc(=O)n(C)c(=O)c-2cc2ccccc21	9%	1%	0.2	-2%	-7	47%[activator]	-4%	4	-6
Cc1cc(=O)oc(C)c1C(=O)NCc1ccccn1	0%	-1%	-3.5	10%	6	2%	-5%	.	-11
Cc1ccc(S(=O)(=O)c2cn(CC(=O)Nc3ccc4c(c3)OCO4)c3ccc(C)cc3c2=O)cc1	-2%	0%	.	.	-4	-3%	.	.	.
CC[C@]12c3[nH]c4cc(-c5ccco5)ccc4c3CCN1C(=O)[C@@H](CC(=O)NCC13CC4CC(CC(C4)C1)C3)C[C@@H]2C(=O)N1CCN(C(=O)C2CC2)CC1	?	0%	-0.5	-1%	-46	-30%	-5%	-20	-54*
CCc1nnc(NC(=O)CN2CCOCC2)s1	11%	4%	-2.4	-11%	4	3%	-3%	.	-14
O=C(Nc1nc(-c2ccc3c(c2)OCCO3)cs1)c1ccc(S(=O)(=O)N2CCCCC2)cc1	-1%	-4%	-2.7	-20%[57.1 µM]	3	-22%	-6%	.	-18
COc1ccc(C2=NN(S(=O)(=O)c3ccccc3)C(c3ccccc3)C2)cc1 (stereo not drawn)	-28%	6%	-0.6	-6%	6	-2%	-7%	1	-2
C[C@@H]1CC2=C(C(=O)OC(C)(C)O2)[C@H](c2ccc(F)cc2)O1	33%[activator]	3%	2.0	4%	-5	1%	-3%	7	-24
